# Screens deposited in PubChem BioAssay by National Center for Advancing Translational Sciences (NCATS).
# Menin MLL FP TR = menin-MLL binding inhibition, Texas Red mutant peptide. O00255. Menin + Texas Red MLL mutant peptide, fluorescence polarization. Potency, µM (titrated, usually from 61.6 µM), without a hit: at the highest dose FP activity change, negative = inhibition, most hits filed as inhibitors. actives 0.23% (n = 270,000). AID 1768; active = well fitted inhibition curve with a large enough effect in the polarisation, with a control signal flat, not every such curve was filed as active; inconclusive = small, poorly fitted or top-dose-only effect, or effect the other way, or a change in a side signal; inactive = no such curve, though single readings can be large or run the other way; the % refers to the polarisation; note: potency is the fitted concentration of half-maximal effect; % of control where 0% means no effect; many of its hits are not listed in these tables
# GALK inh = inhibitors of human galactokinase; Purified GALK, Kinase-Glo residual ATP luminescence; Potency, µM (highest dose often 57.5 µM), without a hit: at the top dose activity change, negative = inhibition, most hits filed as inhibitors; actives 0.007% (n = 270,000); AID 1868; note: potency is the fitted concentration of half-maximal effect; % is set by controls: 0 for no effect and ±100 for the full control effect
#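 Compounds were pin-transferred into ATP buffer (35 uM final), then GALK plus galactose (5 nM, 100 uM final) was added. After 1 h at room temperature, Kinase-Glo Plus was added and luminescence read after 10 min.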
# PKM2 activator = activators of human pyruvate kinase M2 | P14618 | purified PKM2, Kinase-Glo ATP luminescence, activation; response scale: 0% is enzyme alone, no compound | Potency, µM (highest dose often 57.5 µM), inactives show at the top dose activation, most hits filed as activators | actives 0.34% (n = 260,000) | AID 1631; note: potency is the fitted concentration of half-maximal effect; % is set by controls: 0 for no effect and ±100 for the full control effect; nearly all actives have a fitted effect of over 55% in size
# Target sequence (P14618 whole entry, looked up): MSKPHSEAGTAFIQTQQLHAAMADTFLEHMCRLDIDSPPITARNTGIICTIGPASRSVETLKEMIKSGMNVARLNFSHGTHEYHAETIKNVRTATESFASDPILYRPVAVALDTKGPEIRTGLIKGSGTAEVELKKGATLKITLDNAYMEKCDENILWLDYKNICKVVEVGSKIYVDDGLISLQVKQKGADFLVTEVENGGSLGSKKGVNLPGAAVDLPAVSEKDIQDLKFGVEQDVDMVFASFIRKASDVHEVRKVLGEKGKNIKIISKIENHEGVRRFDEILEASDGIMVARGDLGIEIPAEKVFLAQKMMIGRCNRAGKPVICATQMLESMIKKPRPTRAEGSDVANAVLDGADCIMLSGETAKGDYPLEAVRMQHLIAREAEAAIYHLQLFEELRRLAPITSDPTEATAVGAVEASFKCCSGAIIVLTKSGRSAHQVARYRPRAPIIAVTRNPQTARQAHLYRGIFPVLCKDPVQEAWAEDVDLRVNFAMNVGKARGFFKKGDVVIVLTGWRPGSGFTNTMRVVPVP
#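 hPK-M2, >95% pure; 0.1 mM ADP / 0.5 mM PEP final; imidazole pH7.2 buffer w/ 7 mM MgCl2, 50 mM KCl; 1 h RT; Kinase-Glo lum. Intermediate enzyme activity for dual inhibitor/activator qHTS.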
# MBNL1 CUG block = blocks human MBNL1 binding to CUG repeat RNA; Q9NR56; TR-FRET MBNL1-His/biotin-(CUG)12 binding, 665/545 ratio; Potency, µM (doses to about 57.5 µM), for inactives: top-dose activity change, negative = inhibition, hits mostly inhibitors; actives 0.036% (n = 280,000); AID 2675; active = well fitted inhibition curve with a large enough effect in the signal ratio, with a control signal flat, not every such curve was filed as active; inconclusive = small, poorly fitted or top-dose-only effect, or effect the other way, or a change in a side signal; inactive = no such curve, though single readings can be large or run the other way; the % refers to the signal ratio; note: potency is the fitted concentration of half-maximal effect; % is set by controls: 0 for no effect and ±100 for the full control effect
#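 TR-FRET readout: Ex 340 nm, 665/545 nm emission ratio, normalized to buffer-only (basal) and MBNL1-(CUG)12 controls. Complex of MBNL1-His with Biotin-(CUG)12, compounds 92 nM–58 uM, incubated 60 min at room temperature.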
# Chronic BCR inh = blocks chronic active B-cell receptor signaling; ABC-DLBCL IkBa-CBG/CBR reporter, luminescence ratio, 4 h; Potency, µM (doses to about 46.1 µM), inactives show at the top dose ratio change, negative = lower green/red ratio, hits mostly inhibitors; actives 0.05% (n = 340,000); active = well fitted inhibition curve with a large enough effect in the signal ratio, with a control signal flat, not every such curve was filed as active; inconclusive = small, poorly fitted or top-dose-only effect, or effect the other way, or a change in a side signal; the % refers to the signal ratio;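 note: potency is the fitted concentration of half-maximal effect; plate controls were basal doxycycline-induced cells for no effect and cells given 10 µM MG132 for full effect; MG132 reads +100%, hits lower the ratio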
#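 Compounds up to 46 uM were incubated four hours with TMD8 cells whose green CBG68 luciferase is fused to IkappaBalpha; red CBR luminescence normalised the signal, and concentration-effect curves were fitted to fusion, red and ratio data.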
# USP2a block = inhibitors of human ubiquitin-specific protease USP2a; USP2 core, Ub-CHOP2 coupled fluorogenic reporter, 485/531; Potency, µM (titrated, usually from 38.3 µM), for the others: at the top dose activity change, negative = inhibition, usual class: inhibitors; actives 0.01% (n = 330,000); AID 463254;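 note: potency is the fitted concentration of half-maximal effect; plate controls were DMSO wells for no effect and full inhibition by NEM control for full effect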
#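 Cell-free coupled assay: 10nM USP2 core preincubated 30min RT with compound in Tris-HCl pH 8.0/CaCl2/CHAPS buffer, then 25nM Ub-CHOP2 and 25nM reporter substrate; fluorescence (Ex 485/Em 531) read after 60min RT, normalized to NEM inhibition, concentration-response curves fitted.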
# Mito fusion yeast = mitochondrial division inhibition or fusion activation | S. cerevisiae fusion-defective mutant growth rescue, CellTiterGlo 48 h | Potency, µM (highest dose often 46.1 µM), inactives show top-dose growth rescue (activation), usual class: activators | AID 485298 | actives 0.23% (n = 320,000);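 note: potency is the fitted concentration of half-maximal effect; % of control where 0% means no effect; nearly all actives have a fitted effect of over 45% in size; temperature-sensitive fusion mutants such as fzo1-1 at 37 °C on non-fermentable ethanol glycerol medium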
#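 Yeast fusion mutant, YPEG (non-fermentable carbon), compound, 48 h at 37C non-permissive; CellTiterGlo added, 10 min RT, luminescence read. Rescued growth = division inhibition.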
# TSHR antag = human thyrotropin receptor antagonism | P16473 | TSHR-expressing cells, TSH-stimulated cAMP HTRF, 2 h; active compounds read low | actives 0.2% (n = 330,000) | activity change, negative = inhibition, % at 11.5 µM;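 active = activity change below a set negative limit, meaning inhibition stronger than a set level, cut at about -70% in these data; inconclusive = activity change between two set negative limits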; note: % is set by controls: 0 for no effect and ±100 for the full control effect
#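 Competitive HTRF cAMP read-out (cryptate anti-cAMP antibody, cAMP-d2; 30 min, room temperature) in freshly harvested TSHR cells. Compounds added before TSH at EC80 (4nM final), followed by 2 hours' incubation at 37 deg C.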
# KCNH2 WT inh = KCNH2 (human, wildtype) channel inhibition | activity change, % at 1.84 µM | Q12809 | U2OS, BacMam KCNH2, thallium flux FluxOr; active compounds read low | actives 0.37% (n = 340,000);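 active = maximum activity change below -70%; inconclusive = maximum activity change between -70% and -50%; inactive = maximum activity change above -50%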; note: % is set by controls: 0 for no effect and ±100 for the full control effect
#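 U2OS cells were transduced with wild-type KCNH2 virus (2.03 x 10^8 / mL) for 4 h at room temperature, then cultured overnight at 37 C. Thallium flux was read with FluxOr dye. Rate constants were normalized to DMSO controls.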
# ASM inhibitor = inhibitors of human secretory acid sphingomyelinase | P17405 | placental ASM, HMU-PC fluorogenic substrate, 60 min | Potency, µM (highest dose often 57.5 µM), without a hit: at the top dose activity change, negative = inhibition, actives largely listed as inhibitors | actives 0.006% (n = 340,000) | AID 504937; note: potency is the fitted concentration of half-maximal effect
#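 qHTS format. ASM enzyme prepared from human placenta hydrolyses the fluorogenic substrate HMU-PC0 (9 uM final) over 60 min at 37 °C after a 10 min compound preincubation.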
# Eya2 inh = inhibitors of human Eya2 phosphatase activity | O00167 | AID 488837 | recombinant Eya2, OMFP fluorescence dephosphorylation (OMFP is methylfluorescein phosphate) | Potency, µM (doses to about 76.9 µM), for inactives: top-dose activity, negative = inhibition, usual class: inhibitors | actives 0.006% (n = 330,000); note: potency is the fitted concentration of half-maximal effect; % is set by controls: 0 for no effect and ±100 for the full control effect
# Target sequence (O00167 whole entry, looked up): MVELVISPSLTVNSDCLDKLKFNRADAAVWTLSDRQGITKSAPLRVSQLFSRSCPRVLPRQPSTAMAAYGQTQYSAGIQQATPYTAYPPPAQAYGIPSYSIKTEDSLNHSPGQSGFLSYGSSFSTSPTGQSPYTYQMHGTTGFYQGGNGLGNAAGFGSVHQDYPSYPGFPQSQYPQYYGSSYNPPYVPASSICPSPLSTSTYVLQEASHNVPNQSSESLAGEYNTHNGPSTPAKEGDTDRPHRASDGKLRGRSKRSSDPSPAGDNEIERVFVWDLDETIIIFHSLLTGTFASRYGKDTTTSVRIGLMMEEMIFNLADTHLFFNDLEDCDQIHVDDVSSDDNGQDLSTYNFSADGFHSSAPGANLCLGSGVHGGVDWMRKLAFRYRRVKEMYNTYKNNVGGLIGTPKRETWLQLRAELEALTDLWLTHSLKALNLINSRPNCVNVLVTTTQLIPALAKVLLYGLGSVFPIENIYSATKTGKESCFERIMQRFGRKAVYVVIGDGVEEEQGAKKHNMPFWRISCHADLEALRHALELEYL
#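 Eya2 (0.2 uM) preincubated 10 min at ambient with compound, then OMFP substrate added at 50 uM; 10 min reaction in 50 mM HEPES pH 7.5, 50 mM NaCl, 5 uM MgCl2, 0.05% BSA, 1 mM DTT. Fluorescence read at Ex 485/Em 525 nm.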
# * marks the source's active call; other numbers are inactive results; i = inactive; ? = inconclusive; . = not tested or not shown; & = joins results of further samples; [ ] = remark or other dose. Unless noted, calls come from the whole dose curve; as a rule, active = well fitted curve in the direction sought with a large enough effect; inconclusive = small, poorly fitted or top-dose-only effect, or another doubt; inactive = no such curve, though single readings can be large; an effect the other way counts as inactive or inconclusive. These rows are one share of the data (hit frequency here may not be typical).
SMILES,Menin MLL FP TR,GALK inh,PKM2 activator,MBNL1 CUG block,Chronic BCR inh,USP2a block,Mito fusion yeast,TSHR antag,KCNH2 WT inh,ASM inhibitor,Eya2 inh
FC(F)(F)c1cc(CCN2CCNC[C@@H]2c2ccccc2)cc(C(F)(F)F)c1,.,.,.,.,0%,5%,.,4,5,-3%,2%
Oc1ccccc1C=NCC(O)c1ccccc1 (stereo not drawn),12%,2%,-2%,.,0%,1%,3%,1,5,-2%,-4%
CCOc1ccc(C(=O)Nc2ccc(S(=O)(=O)N3CCOCC3)cc2)cc1OCC,8%,1%,-12%,-4%,-10%,-6%,-1%,24,1,-7%,-11%
COc1ccc(/C=C2\Oc3cc(OCC(N)=O)ccc3C2=O)cc1OC,?,-1%,.,?,?,4%,-5%,-15,11,87%,2%
Cc1ccc(S(=O)(=O)Oc2ccc(/C=N/NC(=O)c3c(Cl)cnn3C)cc2)cc1,11%,0%,10%,1%,?,-12%,3%,5,2,-7%,-2%
CCOC(=O)C1CCN(C(=O)CCCn2c(=O)c3cccn3c3cccnc32)CC1,-12%,-4%,.,-15%,-2%,2%,8%,8,7,-1%,3%
CC(NC(=O)C1CCN(S(=O)(=O)c2cccs2)CC1)c1cccc(Cl)c1 (stereo not drawn),.,.,.,.,-4%,-1%,2%,-9,12,5%,-2%
O=C(CCCCCN1C(=O)[C@@H]2Cc3ccccc3CN2C1=O)N[C@@H](Cc1ccc(O)cc1)C(=O)O,1%,.,5%,12%,?,0%,0%,-5,-1,0%,7%
N/C(=N\OC(=O)CCc1ccccc1)c1cccc(Br)c1,4%,3%,-3%,6%,?,4%,2%,3,-9,-2%,-2%
Cc1[nH]n(-c2ccccc2)c(=O)c1N=Nc1c(O)cc(S(=O)(=O)N(C)C)c2ccccc12,.,.,.,.,?,2%,-10%,?,3,-15%,12%
CCOC(=O)c1cc(C)n(Cc2ccc(OCC)c(OC)c2)c1C,-8%,-1%,-1%,4%,?,0%,2%,-18,-18,-10%,-16%
COc1cc(NC(=S)N2CCCC(CO)C2)cc(OC)c1 (stereo not drawn),-2%,3%,?,-3%,-7%,1%,0%,0,0,-3%,11%
CC(=O)Oc1ccc(NC(=O)Cc2ccccc2)c(C(=O)O)c1,17%,3%,?,-4%,-17%,1%,-4%,3,5,14%,3%
Cc1ccc(NC(=O)CC2S/C(=N/N=C3\CCCc4ccccc43)NC2=O)cc1 (stereo not drawn),?,2%,0%,-5%,?,2%,-16%,-8,-8,-29%,-5%
Nc1nc(SCC(=O)Nc2cc(C(F)(F)F)ccc2N2CCOCC2)n[nH]1,1%,2%,1%,.,-4%,9%,-5%,-4,-1,6%,10%
Cc1ccc(N2CC(C(=O)NCCS(=O)(=O)N3CCN(c4ccccc4F)CC3)CC2=O)cc1 (stereo not drawn),35%[activator],-2%,.,0%,0%,1%,-3%,7,1,-2%,-6%
CCN(CC)C(=O)C(C)OC(=O)COc1ccc(Cl)cc1C (stereo not drawn),2%,0%,0%,-7%,2%,-1%,2%,3,-1,3%,-23%
CC(C)OC(=O)NCCOC(=O)Nc1ccc(Cl)c(Cl)c1,27%,-5%,-9%,-2%,7%,-1%,-1%,-10,-5,-3%,1%
CCN1C(=O)[C@H]2[C@@H](c3ccc(-c4ccc(C(C)=O)cc4)cc3)N3CCC[C@@]3(C(=O)OC)[C@H]2C1=O,.,.,.,.,2%,-3%,-9%,-11,-11,-7%,-3%
CCOc1ccc(Br)cc1S(=O)(=O)NC1CCCC1,.,.,.,.,0%,-1%,10%,-1,-13,-4%,-2%
Cc1c(C(=O)NCCSCc2c(F)cccc2Cl)cnn1-c1ccc(Cl)cc1,.,-1%,1%,.,28%,-1%,-13%,-2,1,-1%,-3%
C[C@H]1CN(S(=O)(=O)c2ccc3c(c2)OCCO3)CCN1S(=O)(=O)c1c(F)cccc1F,.,.,.,.,-2%,-1%,.,-9,.,3%,-23%
CCOC(=O)c1ccc(N2C(=O)C3C(C2=O)C(C(=O)c2ccc(Cl)cc2)N2CCCC32)cc1 (stereo not drawn),-10%,-2%,11%,26%,?,2%,-3%,22,-9,-2%,-12%
CCCCCC(O)(CCN1CCCCC1)c1ccc(OCC)cc1 (stereo not drawn),-12%,-1%,-15%,0%,-19%,-3%,-6%[9.22 µM],38,-99*,-3%,-14%
CCC(Sc1nc2ccc(N)cc2s1)C(=O)Nc1nccs1 (stereo not drawn),12%,2%,-18%,-7%,-10%,8%,11%,9,-3,-9%,7%
CC(C)CCNC(=O)C(NS(=O)(=O)c1ccc2c(c1)c(=O)n(C)c(=O)n2C)c1ccccc1 (stereo not drawn),10%,1%,8%,5%,-7%,-3%,-4%,12,-4,-3%,22%
Cc1[nH]c(=O)[nH]c(=O)c1S(=O)(=O)N1CCN(c2cccc(Cl)c2)CC1,-2%,1%,-7%,8%,1%&0%,3%,0%,-14,7,0%,-9%
CCCC(=O)Nc1ccc(C(=O)Nc2nc(CC(=O)OCC)cs2)cc1,13%,5%,-5%,-12%,?,4%,2%,-5,5,-1%,4%
O=C(Nc1nnc(-c2ccncc2)o1)c1ccc2ccccc2c1,?,7%,-18%,37%[activator],4%,-3%,12%,-9,-5,9%,-1%
OC(COc1ccc(Br)cc1)Cn1ccnc1 (stereo not drawn),7%,1%,.,0%,3%,5%,-3%,3,2,-1%,6%
C/C(=N/NC(=O)Cc1cccc2ccccc12)c1cccs1,-26%,-1%,-3%,14%,5%,-2%,1%,-22,2,-6%,-7%
CCOc1ccc(C)cc1S(=O)(=O)Nc1ccc(Cl)cn1,.,-3%,-2%,-5%,?,1%,0%,9,-15,4%,2%
COc1ccc(OC)c(NC(=O)CSc2nnc3ccc(-c4ccccn4)nn23)c1,.,.,.,.,1%,-1%,8%,12,-3,5%,-19%
Cc1oc2c(CN3CCCCC3C)c(O)ccc2c(=O)c1-c1ccc(Br)cc1 (stereo not drawn),?,.,.,-3%,3%,6%,4%,-5,7,37%,-8%
CC(=O)c1ccccc1OCCCN1CCCCC1,-19%,-1%,11%,0%,-1%,2%,1%,14,25,-2%,-9%
NS(=O)(=O)c1ccc(-n2nncc2-c2ccco2)cc1,-16%,-1%,2%,-2%,0%,2%,5%,-1,-2,-1%,13%
N#Cc1c(C(F)(F)F)cc(-c2cccc(Cl)c2)[nH]c1=O,9%,0%,-1%,-11%,?,1%,-5%,-40,-5,i,-4%
Cc1nc2sc3c(c2c(=O)o1)CCCC3,10%,0%,-4%,0%,0%,0%,-2%,-12,-14,-2%,2%
O=C(COC(=O)c1ccc2c(=O)n3c(nc2c1)CCC3)Nc1ccccc1F,0%,-1%,-14%,-14%,3%,12%,1%,-11,11,13%,-7%
CCOC(=O)c1c(C)c(-c2ccccc2)n(CC(=O)NCCCN(CC)CC)c1C,-7%,7%,0%,0%,-4%,4%,15%,4,.,4%,-1%
NS(=O)(=O)c1ccc(CNC(=O)c2cc(-c3cccnc3)nc3ccc(Cl)cc23)cc1,.,-5%,-13%,27%,?,1%,3%,-4,8,0%,-10%
Cc1cccc(NC(=O)CNC(=O)COc2cccnc2[N+](=O)[O-])c1C,.,.,.,.,?,1%,0%,-7,7,2%,0%
CN1CCCN(C(=O)c2ccccc2Cl)CC1,10%,-1%,2%[11.5 µM],1%,-7%,0%,0%,1,6,7%,4%
COCCN(CC(=O)Nc1cccc(C)c1C)C(=O)c1ccc(-n2cccn2)cc1,.,.,.,.,-1%,1%,-5%,-6,11,1%,7%
O=C(CSc1nc(O)c(Cc2ccccc2)c(=O)[nH]1)N1CCOCC1,.,1%,-2%,8%,0%,9%,-3%,-2,-4,1%,16%
